Source: PubChem BioAssay
M1 antag: blocks human M1 muscarinic receptor | P11229 | CHO-K1 hM1, Fluo-8 calcium fluorescence, ACh EC80 antagonist | inhibition, % at 3 µM | 1.3% of 360,000 active | AID 588852;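 active means percent inhibition above its own plate's cutoff, namely the mean of that plate's compound wells plus 3 SD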;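 further: peak over basal fluorescence ratio during 140 s after agonist addition; 0% = ACh EC80 plus DMSO and 100% = DMSO alone without agonist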
Target sequence (P11229 whole entry, looked up): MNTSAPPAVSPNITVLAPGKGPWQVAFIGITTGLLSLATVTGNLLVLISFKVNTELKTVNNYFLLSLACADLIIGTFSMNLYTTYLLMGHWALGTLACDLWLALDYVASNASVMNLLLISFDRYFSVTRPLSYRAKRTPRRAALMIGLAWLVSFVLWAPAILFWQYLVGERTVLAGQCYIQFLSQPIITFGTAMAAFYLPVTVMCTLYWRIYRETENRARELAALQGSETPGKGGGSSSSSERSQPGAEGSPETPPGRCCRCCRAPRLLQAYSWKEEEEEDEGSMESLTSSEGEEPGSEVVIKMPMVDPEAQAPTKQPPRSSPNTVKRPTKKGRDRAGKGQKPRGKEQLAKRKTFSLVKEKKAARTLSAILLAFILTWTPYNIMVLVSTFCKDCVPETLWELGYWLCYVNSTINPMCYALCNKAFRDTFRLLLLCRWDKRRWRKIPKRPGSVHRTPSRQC
V1R ag counter: counter-screen for oxytocin receptor agonists: human V1a receptor agonists; P37288; CHO-V1R cells, Fluo-8 calcium fluorescence, agonist mode; 0% DMSO, 100% 3 nM vasopressin; activation, % at 3 µM; 0.25% of 320,000 active; AID 2797;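 active means activation above the mean activation of all tested compounds plus 3 SD, per screening run, cut at about 20% in these data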;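 further: signal is peak over basal fluorescence ratio across a 100 second FLIPR read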
M1 PAM: potentiates human M1 receptor response to acetylcholine. 0.088% of 360,000 active. CHO-K1 hM1, Fluo-8 calcium fluorescence, ACh EC20; 0% = ACh EC20, 100% = maximal ACh. activation, % at 3 µM; in the data active means activation above about 19%, passing the limit was not always enough
M1 ag: human M1 muscarinic receptor agonism; P11229; CHO-K1 hM1, Fluo-8 calcium fluorescence, agonist mode; 0% DMSO, 100% acetylcholine EC100; activation, % at 3 µM; 0.33% of 360,000 active;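 active means activation above the run's mean compound activation plus 3 SD, cut at about 16% in these data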;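 further: peak over basal fluorescence ratio within a 140 s kinetic read after compound addition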
TAAR1 ag: agonists of human TAAR1; 0.99% of 360,000 active; CHO RD-HGA16 TAAR1, Fluo-8 calcium fluorescence; vehicle wells 0%, saturating PEA agonist 100%; activation, % at 3 µM;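 active means activation above the mean activation of all test compounds in the run plus 3 SD, cut at about 38% in these data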
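System: CHO-derived RD-HGA16 cells with stable Gα16 and human TAAR1. Times: 17-24 h plating, Fluo-8 75 min 37 °C, 30 min RT. Measured by: calcium-sensitive Fluo-8 signal, excitation 470-495, emission 515-575 nm. Read-out basis: % activation relative to PEA EC100 response. Control set: DMSO and PEA EC100. Repeats: no replicates (n 1).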
TAAR1 antag: antagonists of human TAAR1 | CHO RD-HGA16 TAAR1, Fluo-8 calcium fluorescence, antagonist | Q96RJ0 | 1.5% of 360,000 active | inhibition, % at 3 µM;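 active means inhibition above a per-plate cutoff, the mean inhibition of test compounds on that plate plus 3 SD, cut at about 49% in these data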;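 further: 0% = DMSO plus EC80 beta-PEA response and 100% = DMSO alone without agonist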
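Assay system: CHO-derived RD-HGA16 cells stably expressing human TAAR1 plus Gα16. Timing: 140 s kinetic read after compound, 140 s after agonist. Technique: kinetic Fluo-8 calcium fluorescence measurement. Measure: % inhibition of agonist calcium response.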
OXTR ag: agonists of human oxytocin receptor; activation, % at 3 µM; P30559; 0.32% of 320,000 active; AID 2435; CHO-OTR cells, Fluo-8 calcium fluorescence; normalized: DMSO 0%, oxytocin 100%;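 active means activation above the mean of all tested compounds plus 3 SD, cutoff set per screening run, cut at about 20% in these data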;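 further: peak over basal fluorescence ratio from a 100 s FLIPR kinetic read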
Target sequence (P30559 whole entry, looked up): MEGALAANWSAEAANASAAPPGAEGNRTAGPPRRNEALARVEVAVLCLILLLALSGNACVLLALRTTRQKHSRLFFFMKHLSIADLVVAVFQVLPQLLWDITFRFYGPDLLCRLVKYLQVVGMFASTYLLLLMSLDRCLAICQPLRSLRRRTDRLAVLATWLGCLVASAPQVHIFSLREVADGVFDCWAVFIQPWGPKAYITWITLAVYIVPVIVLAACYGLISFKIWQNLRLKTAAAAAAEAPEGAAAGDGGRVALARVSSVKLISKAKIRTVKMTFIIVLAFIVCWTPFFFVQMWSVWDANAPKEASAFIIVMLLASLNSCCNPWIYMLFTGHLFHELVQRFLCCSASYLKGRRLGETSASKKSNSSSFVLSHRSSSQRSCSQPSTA
OXTR potentiate: potentiators of human oxytocin receptor; P30559; CHO-OTR cells, Fluo-8 calcium fluorescence, potentiator mode; 0% = oxytocin EC15, 100% = EC100; activation, % at 3 µM; 0.061% of 320,000 active; AID 2445;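 active means activation above that plate's cutoff, the mean activation of tested compounds plus 3 SD, cut at about 6.6% in these data, passing the limit was not always enough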;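 further: 100% uses oxytocin at 75 nM as the full agonist control; some results filed as inactive read as strong as hits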
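System: human OTR in CHO cells; Also added: sub-maximal oxytocin, roughly EC15; Timing: compound 6 min at room temperature before oxytocin, 100 s read; Technique: Fluo-8 intracellular calcium fluorescence, ex 470-495, em 515-575 nm; Controls: oxytocin EC15 low and EC100 high; Replication: singlicate.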
CHO parental Ca: counter-screen for OX1R antagonists: effect in parental CHO cells; parental CHO-K1, ATP-induced calcium, Fluo-8 fluorescence; inhibition, % at 5.6 µM; 0.63% of 330,000 active; AID 463079;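 active means inhibition above that plate's mean sample inhibition plus 3 SD, cut at about 26% in these data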;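 further: 0% = ATP-challenged DMSO wells and 100% = DMSO wells without ATP; some compounds past the cut are filed as inactive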
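Assay system: untransfected parental CHO cell line. Also added: ATP agonist challenge. Dosing: one dose, 5.6 µM nominal. Measured by: Fluo-8 fluorescence. Read-out: % inhibition. Benchmarks: ATP wells versus no-ATP DMSO wells. Repeats: no replicates.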
Active calls of the source: *; x = not tested or not shown.

SMILES	M1 antag	V1R ag counter	M1 PAM	M1 ag	TAAR1 ag	TAAR1 antag	OXTR ag	OXTR potentiate	CHO parental Ca
COc1cc([N+](=O)[O-])cc2cc(C(=O)N3CCN=C3c3ccccc3)c(=O)oc12	-1	0.2	2	-3	1	-14	3.3	-3	-11
CCn1c(C)c(C(C)=O)c(N2CCC(C(N)=O)CC2)nc1=S	-2	-0.3	1	-12	2	-4	-0.3	-10	6
Cc1cc(C)c(OCC(=O)Nc2cccc(NC(=O)c3ccco3)c2)c(Br)c1	19	0.5	-16	-4	7	52*	-0.2	-11	32*
COC(=O)c1cc(OC)c(OC)cc1NC(=O)c1cc(C(C)(C)C)oc1C	-11	-0.4	5	-2	-1	1	-0.4	2	-11
CC(C)c1ccc(NC(=O)Cn2ncn3c(cc4ccccc43)c2=O)cc1	-8	-0.7	5	-7	-1	-12	-0.4	-1	17
Cc1ccc(C2CC2C(=O)NNC(=S)Nc2cccc(C)c2)cc1 (stereo not drawn)	-9	-1.5	9	-3	13	3	-1.3	-4	-11
COc1ccccc1CC(=O)N(Cc1ccccc1)c1cccc(C)c1	2	-0.9	0	-4	1	28	-1.2	-10	-13
Cc1ccc(NC(=O)CSc2nc3ccccc3c3nc(CCn4cncc4C)nn23)c(C)c1	3	0.9	-4	-8	5	-4	-0.7	-11	-25
O=C(O)c1cc(N2C(=O)C3CC=CCC3C2=O)ccc1NCc1cccnc1 (stereo not drawn)	-8	-0.2	10	-2	6	-28	-0.3	-11	4
Cc1cn2c(N)c(C=C3C=C(Cl)C(=O)C(Cl)=C3)c(=O)nc2s1	-1	x	6	0	13	17	x	x	x
COc1cc(NC(=O)CC(C)S(=O)(=O)c2cc3c(cc2C)NC(=O)CO3)cc(OC)c1OC (stereo not drawn)	-5	0.1	5	-5	24	-10	1.1	-3	-4
COc1ccc(OC)c(S(=O)(=O)N2CCC(C(=O)NC3CCCCC3)CC2)c1	-14	1.0	14	5	0	8	1.0	-7	-11
O=S(=O)(c1ccc(F)cc1)N1CCN=C1SCc1cccnc1	-1	0.8	2	-9	0	-2	-0.5	-8	-12
CCOc1ccccc1OCC(=O)Nc1cc(S(=O)(=O)N2CCCCC2)ccc1N1CCN(CC)CC1	12	0.0	-6	-8	5	4	0.5	1	-27
COc1ccc(-c2sc(Nc3ccccc3)n[n+]2-c2ccc(F)cc2)c(C)c1C	4	-0.8	-5	-6	19	23	5.0	-15	-24
CN(C1CCCCC1)S(=O)(=O)c1ccc(S(=O)(=O)N2CCN(C(=O)c3ccccc3F)CC2)cc1	-13	0.8	4	-3	4	11	0.0	-14	-18
CC(=O)c1csc(Nc2ccccc2Cl)n1	-5	-1.6	1	-5	2	-10	-2.8	-5	3
Cc1ccccc1N(C(=O)c1csnn1)C(C(=O)NC(C)(C)C)c1ccncc1 (stereo not drawn)	-3	-0.3	8	-3	12	-14	-1.6	-8	-7
Cc1nc2ccccc2n1C1CCN(CC(=O)NCc2ccc(F)cc2)CC1	-8	2.0	0	-8	4	10	3.3	-12	-22
Cc1cccc(C(C)C)c1NC(=O)c1ccc(OCC2CCCO2)cc1 (stereo not drawn)	-5	4.5	-4	-2	3	1	2.5	-3	-1

One compound at a time, from the list above. Order of screens: M1 antag, V1R ag counter, M1 PAM, M1 ag, TAAR1 ag, TAAR1 antag, OXTR ag, OXTR potentiate, CHO parental Ca
Shown for `COC(=O)c1cc(OC)c(OC)cc1NC(=O)c1cc(C(C)(C)C)oc1C` = -11, -0.4, 5, -2, -1, 1, -0.4, 2, -11
Shown for `Cc1cc(C)c(OCC(=O)Nc2cccc(NC(=O)c3ccco3)c2)c(Br)c1` = 19, 0.5, -16, -4, 7, 52*, -0.2, -11, 32*

(listing goes on)
SMILES	M1 antag	V1R ag counter	M1 PAM	M1 ag	TAAR1 ag	TAAR1 antag	OXTR ag	OXTR potentiate	CHO parental Ca
OC(COC(c1ccc(F)cc1)c1ccc(F)cc1)CN1CCCC(C(F)(F)F)C1 (stereo not drawn)	-12	0.0	4	-2	70*	38	-1.8	-15	3
O=C(N1CCCCC1)C1(c2ccccc2)CCCCC1	-7	-1.4	4	-8	1	-16	-2.3	2	-9
CCC(Sc1ncccc1C(=O)O)C(=O)N1CCOCC1 (stereo not drawn)	1	-0.6	2	-3	9	13	-0.4	-10	-4
CCn1c(-c2ccc3ncccc3c2)n[nH]c1=S	-6	0.8	11	-7	16	14	-1.0	-4	-24
CCN(CC(=O)Nc1ccc(C)c(F)c1)CC(=O)NC(C)(C)C	-1	0.6	2	-6	9	-11	1.1	8	-19
O=C(N/N=C\c1ccccc1)c1ccccc1-n1cccc1	-3	-0.5	3	-4	4	-8	-1.9	-14	-6
CC(C)OCC(O)CCc1n[nH]c(=S)n1-c1ccccc1 (stereo not drawn)	-23	0.4	10	-6	0	8	1.4	3	0
COc1ccc(CCc2nnc(CCC(=O)N(C)Cc3ccnc4ccccc34)o2)cc1	15	9.2	-12	-3	8	19	7.2	-16	-10
CCc1ncc(CN2CCCC(C(=O)Nc3cccc(-c4cccc(C)c4)c3)C2)cn1 (stereo not drawn)	-2	6.9	0	-4	4	-27	3.0	-10	-17
Cc1ccc(C)c(NCC(O)c2ccccc2)c1 (stereo not drawn)	-2	-1.8	5	-5	7	1	-1.3	1	-7
Cn1cccc1CC(=O)NNC(=S)Nc1ccc(Cl)cc1	2	0.8	2	-4	19	-14	0.7	0	-4
CCN(c1ccccc1)S(=O)(=O)c1cccc(C(=O)Nc2cccc(C)n2)c1	-10	x	1	-6	1	5	x	x	x
COc1ccc(OC)c(/C=C2\SC(=S)N(Cc3cccnc3)C2=O)c1	-1	1.1	6	-5	6	-16	2.1	0	0
COc1ccc(C(=O)Nc2ccc(S(=O)(=O)Nc3onc(C)c3C)cc2)c(OC)c1	-8	0.7	19	-11	3	-6	1.2	0	-9
COc1ccc2[nH]c3c(=O)n(Cc4ccncc4)cnc3c2c1	-17	-0.3	10	-4	-1	-5	-0.7	0	-18
C=CCN(C(=O)CSc1nc2c(sc3ccccc32)c(=O)n1CCN(CC)CC)c1ccccc1	9	0.5	-5	-8	2	-8	-0.1	-15	-11
O=c1cc(N2CCc3ccccc32)[nH]c(=O)n1-c1ccccc1	-4	-0.3	4	-7	14	-7	0.3	-5	12
O=C1[C@@H]2C(Cc3ccc(O)cc3)NC3(C(=O)Nc4ccc(F)cc43)[C@@H]2C(=O)N1c1ccc(F)cc1 (stereo partly drawn)	-11	0.4	13	-3	12	4	1.1	-4	-17
O=C(c1ccccc1-c1nc(-c2ccccc2Cl)no1)N1CCOCC1	7	-0.1	-3	-4	1	-11	-1.3	-9	-19
COc1ccc(C(=O)Nc2cccc(C(=O)O)c2)cc1S(=O)(=O)N1CCCC1	-8	1.4	12	-2	0	-5	0.4	-4	2
Cc1cccc(N2C(=O)SC(SC(=Nc3ccccc3)Nc3ccccc3)C2=O)c1 (stereo not drawn)	-1	1.1	3	-2	0	5	-0.5	-1	-16
COc1ccc(C(=O)NNC(=O)CSc2nc(C(C)C)nc3ccccc23)cc1	2	-1.3	2	-5	-5	-12	-2.3	-1	-12
O=C(N1CCOCC1)N1CCN(c2nc(-c3ccc(F)cc3)cs2)CC1	1	5.2	14	6	1	13	5.5	-8	-10
CNS(=O)(=O)c1cc(-c2nnc(Nc3ccc(NC(C)=O)cc3)c3ccccc23)ccc1C	-8	-0.8	4	-4	0	-16	-0.7	-3	-2
CCCn1c(N)c(N(CCOC)C(=O)CSc2c(Cl)cccc2Cl)c(=O)[nH]c1=O	-17	2.4	14	-2	0	3	-0.2	-5	-2
CC(O)(c1ccc(F)c(F)c1)c1nc(-c2ccncc2)cs1 (stereo not drawn)	4	x	-5	-3	-1	-5	x	x	x
O=C(c1ccccn1)N(Cc1ccco1)C1(C(=O)Nc2ccc(Br)cc2)CCCCC1	-18	x	7	-3	-2	0	x	x	x
O=C(NC1Cc2ccccc2C1)c1cc(COc2ccc(F)cc2Cl)on1	4	3.1	-7	-6	0	32	-0.3	-6	-4
O=C(CN1CCN(S(=O)(=O)c2cccs2)CC1)NCC1CCCCC1	-5	2.3	4	-3	5	-3	5.0	-2	-22
O=C(CSc1ccc(-c2ccccc2)nn1)N1CCOCC1	1	0.4	1	-1	9	4	0.1	-3	-14
Cc1ccc(NC(=O)CCc2ccc(C)o2)c(Br)c1	-23	3.5	8	-5	-3	-9	-3.0	-10	-14
COc1ccccc1OCC(O)CN1C(=O)NC(C)(C)C1=O (stereo not drawn)	-19	0.7	14	-1	2	-8	3.4	-6	-9
CCOc1c(C)cnc2c1c(=O)n(Cc1c(F)cccc1Cl)c(=O)n2C	0	-1.5	11	0	-2	-19	-2.3	-8	-10
CCC(C)(C)n1nnnc1C(c1cc2ccc(OC)cc2[nH]c1=O)N1CCCCC1 (stereo not drawn)	7	-0.2	-1	-6	3	4	-1.0	-8	1
CCCc1ccc2c(C(F)(F)F)cc(C(F)(F)F)cc2n1	-6	x	5	-4	2	-7	x	x	x
COc1ccc(OC)c(/C(C)=N\NC(=O)c2cc3cc(Cl)ccc3n2C)c1	-28	-0.2	22	-2	1	15	-0.8	-5	-23
COc1ccccc1CNC(=O)c1cccc(N(C)C)c1	-16	0.0	4	2	5	7	-1.2	1	-10
O=C(COC(=O)CN1C(=O)C2CCCCC2C1=O)Nc1ccc(F)c(F)c1F (stereo not drawn)	1	2.0	3	-2	3	-22	1.5	-6	-7
COc1ccc(CCNC(=O)c2cccc(S(=O)(=O)N3CCCCCC3)c2)cc1	8	4.0	-8	-2	5	31	2.3	-5	-25
O=C([C@H](Cc1ccc(O)cc1)n1cc(CCO)nn1)N1CCNCC1	-2	0.5	5	0	10	3	0.9	4	-6
CSc1ccc(Cn2nnc(C(=O)NCc3ccccc3)c2N)cc1	14	36*	-3	34*	98*	75*	36*	-26	5
CCC(=O)NN1CCN(c2ccncc2S(=O)(=O)N2CCCCC2)CC1	-12	0.0	-2	-1	0	3	-0.9	-1	-3
O=C(CCNS(=O)(=O)c1ccc(Cl)cc1)Nc1ccncc1	-3	0.6	6	-4	1	-2	0.8	-5	-5
CCCOC(=O)Nc1nc(-c2ccc(C)cc2)c(C)s1	3	-0.7	-3	-6	-2	-29	-1.6	-6	-6

Quoted at random: 3 compounds from above, in no set order.
SMILES	M1 antag	V1R ag counter	M1 PAM	M1 ag	TAAR1 ag	TAAR1 antag	OXTR ag	OXTR potentiate	CHO parental Ca
COc1ccc(-c2sc(Nc3ccccc3)n[n+]2-c2ccc(F)cc2)c(C)c1C	4	-0.8	-5	-6	19	23	5.0	-15	-24
CCCn1c(N)c(N(CCOC)C(=O)CSc2c(Cl)cccc2Cl)c(=O)[nH]c1=O	-17	2.4	14	-2	0	3	-0.2	-5	-2
O=S(=O)(c1ccc(F)cc1)N1CCN=C1SCc1cccnc1	-1	0.8	2	-9	0	-2	-0.5	-8	-12
